# D1 antag – Antagonist of Human D 1 Dopamine Receptor: qHTS. D(1A) dopamine receptor (Homo sapiens), P21728. HEK293 TREx D1 cells, calcium flux, dopamine EC80; active compounds read low. activity change, negative = inhibition, % at 10 µM. actives 3.2% (n = 360,000). AID 504652, 2011; in the data active = activity change below about -30%; note: % is set by controls: 0 for no effect and ±100 for the full control effect
# Target sequence (P21728 whole entry, looked up): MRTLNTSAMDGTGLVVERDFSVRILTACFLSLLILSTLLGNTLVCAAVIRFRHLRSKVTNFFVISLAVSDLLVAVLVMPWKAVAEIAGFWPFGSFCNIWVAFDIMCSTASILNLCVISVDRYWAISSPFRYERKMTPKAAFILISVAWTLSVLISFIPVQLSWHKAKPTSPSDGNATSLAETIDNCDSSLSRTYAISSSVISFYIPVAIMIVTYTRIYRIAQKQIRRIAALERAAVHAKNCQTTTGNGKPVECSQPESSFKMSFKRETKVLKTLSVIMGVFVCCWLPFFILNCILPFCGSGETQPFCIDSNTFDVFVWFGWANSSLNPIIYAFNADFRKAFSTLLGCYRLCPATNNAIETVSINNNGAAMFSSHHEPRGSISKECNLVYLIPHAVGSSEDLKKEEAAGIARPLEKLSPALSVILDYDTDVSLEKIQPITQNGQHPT
#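 Calcium flux readout: force-coupled, inducible Hek293 Trex D1 line, cells induced overnight at 30 C with tetracycline, dye-loaded 30–90 min at RT. Antagonism scored against EC80 dopamine challenge given 180 s after compound.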
# D1 agonist – Allosteric Agonists of the Human D1 Dopamine Receptor: qHTS; D(1A) dopamine receptor (Homo sapiens), P21728; HEK293 T-REx D1 cells, calcium flux, agonist mode; activation, % at 2 µM; actives 1% (n = 360,000); AID 504660, 2011; in the data active = activation above about 30%; note: 0% is about no effect
#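 Inducible HEK293 T-REx D1 cells, force-coupled to calcium signalling, were plated at 4000 cells/well with tetracycline and held overnight at 30 C. After no-wash calcium dye loading, compound-evoked calcium rise over 180 s flagged agonists.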
# D2 antag – HTS Assay for Allosteric Antagonists of the Human D2 Dopamine Receptor: Primary Screen for Antagonists; D(2) dopamine receptor (Homo sapiens), P14416; HEK293 TREx D2 cells, calcium flux, dopamine EC80; inhibition, % at 10 µM; actives 2% (n = 340,000); in the data active = inhibition above about 30%; note: 0% is about no effect
#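 Dopamine at EC80 is the agonist stimulus; test compounds precede it by 180 s. Calcium flux read kinetically in a force-coupled, inducible HEK293 T-REx D2 cell line.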
# D2 agonist – HTS Assay for Allosteric Agonists of the Human D2 Dopamine Receptor: Primary Screen for Agonists. D(2) dopamine receptor (Homo sapiens), P14416. actives 0.53% (n = 340,000). HEK293 T-REx D2 cells, calcium flux agonist mode. activation, % at 2 µM;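 active = activation over 3 SD above normal in the single-dose calcium agonist read, cut at about 30% in these data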; note: 0% is about no effect
#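 HEK293 Trex D2 cells, tetracycline-induced, o/n 30 C 5% CO2; no-wash Ca dye, RT 30–90 min; 10-cycle baseline, 23 nl cpd added, kinetic Ca read 180 s; agonist hits = positive Ca response.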
# D1 PAM – Potentiators of Human D1 Dopamine Receptor: qHTS; D(1A) dopamine receptor (Homo sapiens), P21728; HEK293 TREx D1 cells, calcium flux, dopamine EC20 potentiation; potentiation, % at 10 µM; actives 0.036% (n = 360,000); in the data active = potentiation above about 30%; note: 0% is about no effect
# RXFP1 antag – qHTS Assay for Antagonists of the Relaxin Receptor RXFP1; HEK293-RXFP1, relaxin-stimulated cAMP HTRF, 30 min; active compounds read low; activity change, negative = inhibition, % at 57.5 µM; actives 0.59% (n = 350,000); AID 1259400, 2018;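 active = activity change of -60% or lower, but not beyond a set lower limit; inconclusive = change between -60% and -40%, or beyond the set limit; inactive = change above -40%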; note: % is set by controls: 0 for no effect and ±100 for the full control effect
# D2 potentiator – HTS Assay for Positive Allosteric Modulators of the Human D2 Dopamine Receptor: Primary Screen for Potentiators | potentiation, % at 10 µM | HEK293 T-REx D2, calcium flux, EC20 dopamine potentiation | AID 485347, 2010 | actives 0.34% (n = 340,000);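 active = potentiation over 3 SD above the plate norm, cut at about 30% in these data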; note: 0% is about no effect
#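 Potentiation of an EC20 dopamine calcium response measured kinetically over 180 s, after a preceding 180 s compound-only read flagging agonists. Cells: inducible Hek293 Trex D2 line, 4000/well, cultured overnight at 30 C before dye loading.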
# TRHR PAM – qHTS for Small Molecule Agonists and Allosteric Enhancers of Human TRH Receptor: Primary Screen for Enhancers; Thyrotropin-releasing hormone receptor (Homo sapiens), P34981; TRHR cells, fluo-8 calcium fluorescence, EC20 TRH enhancement; enhancement, % at 2 µM; actives 0.66% (n = 360,000); AID 493056, 2011; in the data active = enhancement above about 30%; note: 0% is about no effect
# Target sequence (P34981 whole entry, looked up): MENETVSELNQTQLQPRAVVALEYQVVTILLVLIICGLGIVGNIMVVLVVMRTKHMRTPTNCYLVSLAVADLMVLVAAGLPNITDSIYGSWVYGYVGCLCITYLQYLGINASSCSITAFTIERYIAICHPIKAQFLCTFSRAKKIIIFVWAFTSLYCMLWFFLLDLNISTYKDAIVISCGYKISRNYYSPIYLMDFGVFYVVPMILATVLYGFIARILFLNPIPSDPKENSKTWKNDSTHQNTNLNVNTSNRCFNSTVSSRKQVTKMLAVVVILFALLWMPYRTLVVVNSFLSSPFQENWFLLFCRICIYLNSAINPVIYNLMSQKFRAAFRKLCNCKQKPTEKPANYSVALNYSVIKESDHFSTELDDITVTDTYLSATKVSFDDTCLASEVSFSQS
#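 Enhancer read-out: after compound pinning and an initial kinetic agonist-mode read, an EC20 of TRH (10 nM final) was injected and fluo-8 calcium signal (Ex 480/Em 530) followed at 1 s/cycle for 100 cycles in TRHR-expressing cells.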
# RXFP1 ag – qHTS Assay for Agonists of the Relaxin Receptor RXFP1 | Potency, µM (top dose mostly 57.5 µM), without a hit: top-dose activation, usual class: activators | AID 2676, 2010 | actives 0.3% (n = 370,000) | HEK293T-RXFP1 cAMP TR-FRET, 30 min; response scale: percent of porcine relaxin response, buffer zero | Relaxin receptor 1 (Homo sapiens), Q9HBX9; active = well fitted activation curve with a large enough effect; inconclusive = small, poorly fitted or top-dose-only effect; note: potency is the fitted concentration of half-maximal effect; % is set by controls: 0 for no effect and ±100 for the full control effect; nearly all actives have a fitted effect of over 60% in size; many of its hits are not listed in these tables
#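 HEK293T cells stably expressing RXFP1 were pretreated with the PDE4 inhibitor Ro 20174, exposed to compounds for 30 min at 37C, lysed, and cAMP was read by TR-FRET. Data normalized to buffer (basal) and 29 nM porcine relaxin (100%).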
# Active calls of the source: *; ? = inconclusive; nt = no result given.
entry	structure	D1 antag	D1 agonist	D2 antag	D2 agonist	D1 PAM	RXFP1 antag	D2 potentiator	TRHR PAM	RXFP1 ag
1	CCCOc1ccc(C2NC(=O)NC2=O)cc1 (stereo not given)	9	2	3	0.5	-3	-3	10	11	0.4%
2	CCOC(=O)CCc1nc2ccccc2[nH]c1=O	-7	2	15	1.4	-7	-5	-7	-2	-0.2%
3	Nc1nc(CSc2ncccn2)nc(Nc2ccccc2)n1	-2	2	-14	1.3	0	-1	0	-4	-1.9%
4	Cc1ccc(-c2csc(NC(=O)CSc3nc4ccccc4o3)n2)cc1	-35*	4	-10	0.0	-4	-2	-15	-1	0.0%
5	COc1ccc(N2CC(=O)N(c3ccccc3)C2=S)cc1	3	0	-25	-0.3	-12	-3	5	1	0.0%
6	COC(=O)c1sccc1NC(=O)c1ccc2c(c1)OCO2	-17	2	0	-0.6	0	7	-6	2	11%
7	COC(=O)c1c(NC(=O)COc2ccc(OC)cc2)sc2c1CCC(C)C2 (stereo not given)	4	1	nt	nt	0	-28	-2	12	-0.2%
8	CCOC(=O)c1cnc(NCc2ccc(OC)cc2OC)c2ccccc12	0	3	nt	0.4	-1	-1	2	-9	8.7%
9	O=C(C1=C[C@@H](c2ccccc2)C[C@@H](OCc2ccc(CO)cc2)O1)N1CCCCCCC1	-6	1	-19	1.0	-1	nt	-4	-6	-0.7%
10	CC(OC(=O)c1cccc(O)c1)C(=O)N(C)Cc1ccccc1 (stereo not given)	7	3	0	-0.5	-6	-18	2	-1	-0.2%
11	CC(C)CCNC(=O)C1CCCN(S(=O)(=O)c2ccc3c(c2)CC(C)N3C(=O)C2CC2)C1 (stereo not given)	-15	4	9	-0.7	-5	-12	-1	-6	-0.8%
12	Cc1cc(N2CCOCC2)nc2ccc(NC(=O)CCC(=O)N3CCN(c4ccccc4)CC3)cc12	9	-2	-9	1.7	11	8	31*	4	0.0%
13	O=C(NCc1cccc(Cl)c1)C1CCC(=O)N(C2CC2)C1 (stereo not given)	22	4	-9	1.5	1	19	-9	5	2.0%
14	COc1ccc(OCC(=O)Nc2ccccc2N2CCCCC2)cc1	10	4	3	0.7	-3	4	5	-4	-0.6%
15	CCOc1ccc(S(=O)(=O)N/N=C(\C)C2CCCCC2)cc1	4	7	-7	-0.7	-4	-9	10	-1	-2.3%

# Record cards, from the list above. Order of values: D1 antag | D1 agonist | D2 antag | D2 agonist | D1 PAM | RXFP1 antag | D2 potentiator | TRHR PAM | RXFP1 ag
# CC(OC(=O)c1cccc(O)c1)C(=O)N(C)Cc1ccccc1 (stereo not given) across the screens: 7 | 3 | 0 | -0.5 | -6 | -18 | 2 | -1 | -0.2%
# O=C(C1=C[C@@H](c2ccccc2)C[C@@H](OCc2ccc(CO)cc2)O1)N1CCCCCCC1 across the screens: -6 | 1 | -19 | 1.0 | -1 | nt | -4 | -6 | -0.7%
# COC(=O)c1c(NC(=O)COc2ccc(OC)cc2)sc2c1CCC(C)C2 (stereo not given) across the screens: 4 | 1 | nt | nt | 0 | -28 | -2 | 12 | -0.2%
# COc1ccc(N2CC(=O)N(c3ccccc3)C2=S)cc1 across the screens: 3 | 0 | -25 | -0.3 | -12 | -3 | 5 | 1 | 0.0%
# Cc1cc(N2CCOCC2)nc2ccc(NC(=O)CCC(=O)N3CCN(c4ccccc4)CC3)cc12 across the screens: 9 | -2 | -9 | 1.7 | 11 | 8 | 31* | 4 | 0.0%

# (further entries)
entry	structure	D1 antag	D1 agonist	D2 antag	D2 agonist	D1 PAM	RXFP1 antag	D2 potentiator	TRHR PAM	RXFP1 ag
16	CCc1ccc(NC(=O)Cn2c(=O)oc3cc(S(=O)(=O)N4CCOCC4)ccc32)cc1	8	1	4	0.3	-1	nt	17	8	-0.5%
17	COCCC(=O)NNS(=O)(=O)c1ccc(Cl)cc1	-7	3	5	0.1	-1	-4	-3	2	-0.1%
18	Cc1csc2nc(COc3ccc(NC(=O)c4ccccc4F)cc3)cc(=O)n12	6	2	nt	0.3	-3	7	2	2	?
19	CCS(=O)(=O)c1ccc2c(c1)N(S(=O)(=O)c1ccccc1)CC(C(=O)O)O2 (stereo not given)	9	7	nt	nt	-3	-4	nt	-2	7.5%
20	COc1ccc(NC(=O)N2CCCC2C(=O)NCc2ccccc2Cl)cc1 (stereo not given)	-2	6	-3	-1.3	-3	9	-2	2	-2.0%
21	COC(=O)c1ccccc1NC(=O)c1cnc2sccn2c1=O	14	2	6	-0.2	-1	16	8	15	0.6%
22	O=S1(=O)c2ccccc2N(Cc2cccc(C(F)(F)F)c2)c2ccccc21	4	5	nt	1.1	-7	-11	10	2	0.6%
23	Cc1cccc(NC(=O)c2cccnc2Oc2ccccc2)c1C(=O)O	-1	1	-7	1.2	-10	13	-9	11	-1.1%
24	COc1ccccc1/C=N/NC(=O)c1ccc(C)nc1	-8	4	8	0.3	-4	6	-4	-5	2.6%
25	CCOC(=O)c1ccccc1NC(=O)CSc1nnnn1C	-10	-1	-3	-3.1	-1	-2	-1	-1	0.5%
26	N#Cc1ccc(OC(=O)C2CCN(C3=NS(=O)(=O)c4ccccc43)CC2)cc1	4	2	0	0.0	-8	10	10	5	?
27	Cc1ccccc1NC(=S)N1CCN(c2ccccc2)CC1	-4	2	-7	-0.5	-7	-7	10	-5	-2.8%
28	Cc1nc2sccn2c(=O)c1Cl	-16	2	-9	-0.1	-2	3	-4	6	4.1%
29	O=C(COc1ccc2ccccc2c1)Nc1cccc(C(=O)Nc2ccccc2C(=O)O)c1	3	3	12	1.2	-6	-3	3	-1	-0.3%
30	O=C(NCCSc1ccccc1)c1ccccc1Cl	7	3	nt	nt	4	17	nt	0	0.6%
31	CC(C)Nc1nnc(SC(C)C(=O)NCc2ccc3c(c2)OCO3)s1 (stereo not given)	-6	3	-8	0.9	2	-8	-3	18	1.9%
32	COc1cc(OC)cc(C(=O)N2CC(=O)Nc3ccc(Cl)cc3C2c2ccccc2)c1 (stereo not given)	7	-2	nt	0.3	3	-12	20	0	-0.1%
33	CCCCN(C)C(=O)c1ccc2c(c1)N(Cc1cccc(Cl)c1)C(=O)c1ccccc1S2=O (stereo not given)	18	3	nt	-0.4	7	-7	13	-4	-1.8%
34	O=C(CCS(=O)(=O)c1cccc2nonc12)NCCc1ccccc1Cl	-1	1	13	0.9	2	0	12	0	1.5%
35	Cc1ccccc1C(OCCN(C)C)C1CCCCC1 (stereo not given)	-13	8	87*	0.9	-1	-26	-35	-2	-0.3%
36	O=C(NCC(c1cccs1)N1CCc2ccccc21)c1ccccc1 (stereo not given)	-22	4	7	0.8	-6	-21	-4	7	-1.2%
37	COc1ccccc1NC(=O)c1ccccc1Oc1ccccc1	7	4	5	-0.3	5	-17	-3	-4	-1.2%
38	Cc1ccccc1OCC(O)Cn1nnc2ccccc21 (stereo not given)	-55*	20	9	-0.3	-9	-2	-4	-3	0.9%
39	COC(=O)[C@]12C(=O)C(C)=C(O)[C@@]1(C)C(C)=CC1[C@@]34CC[C@@H](OC(C)=O)C(C)(C)C3C(C[C@]12C)OC4=O (stereo not given in full)	-22	1	10	-1.3	-7	8	8	-3	0.1%
40	COc1ccc(NC(=O)N2CCN(C(=O)Nc3ccc(OC)cc3)CC2)cc1	3	2	10	0.2	-1	5	-3	-3	0.7%
41	Cc1ccc2oc(-c3ccc(Cl)c(NC(=O)c4cc5ccccc5o4)c3)nc2c1	16	5	nt	1.2	-2	4	15	1	7.4%
42	CN(C(=O)c1c(Br)cnn1C)C12CC3CC(CC(C3)C1)C2	5	2	2	-0.1	-5	nt	0	-6	0.4%
43	Cc1nc(C)c(-c2ccccc2)c(=O)[nH]1	-9	0	-14	0.0	0	-10	13	-24	1.6%
44	CC(C)c1ccc(OCC(=O)NCC(c2ccc(Cl)cc2)N2CCOCC2)cc1 (stereo not given)	4	-2	nt	4.2	0	-36	-13	-3	-1.2%
45	CN(C)CCCN1C(=O)c2oc3ccccc3c(=O)c2C1c1cccs1 (stereo not given)	-5	2	-5	1.4	-10	-2	26	8	2.7%

# Continued; the last 2 above are carried over.
entry	structure	D1 antag	D1 agonist	D2 antag	D2 agonist	D1 PAM	RXFP1 antag	D2 potentiator	TRHR PAM	RXFP1 ag
44	CC(C)c1ccc(OCC(=O)NCC(c2ccc(Cl)cc2)N2CCOCC2)cc1 (stereo not given)	4	-2	nt	4.2	0	-36	-13	-3	-1.2%
45	CN(C)CCCN1C(=O)c2oc3ccccc3c(=O)c2C1c1cccs1 (stereo not given)	-5	2	-5	1.4	-10	-2	26	8	2.7%
46	Cc1c(CN(C)C(=O)/C=C/c2ccc([N+](=O)[O-])cc2)cnn1C	-13	2	-11	-0.1	-6	-4	25	4	0.2%
47	CC1(C)Oc2ccc3ccc(=O)oc3c2/C(=C/NCCN/C=C2\C(=O)C(C)(C)Oc3ccc4ccc(=O)oc4c32)C1=O	10	1	-5	0.2	-3	nt	-2	-7	3.5%
48	COc1ccc2[nH]cc(CCNC(=S)NC3CCCC3)c2c1	-8	1	-5	0.5	-8	-1	-1	12	-0.1%
49	COc1ccccc1NS(=O)(=O)c1cc2c(cc1C)NC(=O)CO2	2	7	11	4.1	-8	-2	10	-6	3.0%
50	CCn1ncc(Br)c1C(=O)Nc1c(C)nn(Cc2c(F)c(F)c(F)c(F)c2F)c1C	-7	11	6	-1.8	-7	-18	5	-5	0.4%
51	Cc1cc(C)n2nc(SCC(=O)Nc3c(C)n(C)n(-c4ccccc4)c3=O)nc2n1	7	3	-3	-1.5	-1	-3	-9	9	3.3%
52	CCOc1ccc(C2C(C#N)=C(N)Oc3nc[nH]c(=O)c32)cc1OC (stereo not given)	3	3	nt	nt	-6	-4	nt	0	1.5%

# This is a subset; the hit share may differ from the screen's.
